Compound activity (PubChem BioAssay)
TbREL1 inh: TbREL1 inhibition, primary screen. AID 1117264. TbREL1 RNA ligation, FRET fluorescence. inhibition, % at 9.66 µM. 89,000 tested, 0.49% active. P86926;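 active means inhibition above the mean inhibition across all screened compounds plus 3 SD, cut at about 11% in these data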;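 further: 0% = plate median of test wells and 100% = NSC42067 control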
Target sequence (P86926 whole entry, looked up): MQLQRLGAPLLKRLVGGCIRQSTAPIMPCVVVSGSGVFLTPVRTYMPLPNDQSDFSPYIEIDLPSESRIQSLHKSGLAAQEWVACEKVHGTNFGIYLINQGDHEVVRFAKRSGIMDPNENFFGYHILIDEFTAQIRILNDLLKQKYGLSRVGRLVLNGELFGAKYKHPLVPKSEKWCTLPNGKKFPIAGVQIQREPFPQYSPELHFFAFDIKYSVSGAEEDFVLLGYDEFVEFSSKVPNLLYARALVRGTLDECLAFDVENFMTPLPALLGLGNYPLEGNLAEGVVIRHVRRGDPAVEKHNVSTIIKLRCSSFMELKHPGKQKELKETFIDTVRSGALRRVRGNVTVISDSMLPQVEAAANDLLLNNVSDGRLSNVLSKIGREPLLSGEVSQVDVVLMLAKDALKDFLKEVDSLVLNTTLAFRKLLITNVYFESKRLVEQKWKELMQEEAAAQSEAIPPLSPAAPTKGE
* marks the source's active call; other numbers are inactive results. Not all compounds are listed. The share of hits here may be higher or lower than overall.

SMILES | TbREL1 inh
CCc1ccc(NC(=O)C(C)Nc2ccc(S(=O)(=O)NC(C)=O)cc2)cc1 (stereo not drawn) | -1
CCC(=O)c1ccc(OCC(=O)Nc2ccc3nc(C)sc3c2)cc1 | 1
CCOc1ncccc1C(=O)NCC(c1ccccc1)N(C)C (stereo not drawn) | -2
O=C(NCCc1nc2ccccc2[nH]1)/C(=C/c1ccc(F)cc1)NC(=O)c1ccco1 | -3
CC1CCN(C(=O)C2CCCN(C(=O)c3ccc4c(c3)NC(=O)CS4)C2)CC1 (stereo not drawn) | 0
COc1cccc(CNC(=O)C2CCN(S(=O)(=O)c3ccc4c(c3)CCC(=O)N4)CC2)c1 | -2
COc1ccc2nc(SCC(=O)NC3CCCCC3C)[nH]c2c1 (stereo not drawn) | 1
COc1ccc(S(=O)(=O)Cc2ccc(C(=O)N3CCN(C(=O)c4ccco4)CC3)o2)cc1 | 6
c1ccc2c(c1)CC(N1CCCCC1)c1ccccc1N2 (stereo not drawn) | 0
O=C(NCc1ccco1)C1CCCN(S(=O)(=O)c2cc(Cl)ccc2Cl)C1 (stereo not drawn) | -2
C/C(=N/NC(=O)c1ccccn1)c1c[nH]c2ccccc12 | 1
CCCN1CCC(=O)N([C@H](CSc2ccccc2)c2ccccc2)CC1 | -3
Cc1nc2nc(COc3ccccc3)[nH]n2c(=O)c1Cc1ccccc1 | 0
Cc1cccc2nc(CSc3ccccc3N)cn12 | -4
COc1ccc(C(C(=O)Nc2c(C)cccc2C)N2CCN(C)CC2)cc1 (stereo not drawn) | 0
Cc1cccc(-n2nnnc2SCC(=O)NCC2(N3CCOCC3)CCCCC2)c1C | -4
CSc1ccc(Cl)c(C(=O)OCC(=O)N(C)CCC#N)c1 | -1
Nc1c(C(=O)Nc2ccccc2Cl)nnn1-c1ccc2c(c1)OCCO2 | 2
CC(C)(C)c1ccc(C(=O)NCCN2CCOCC2)cc1 | 3
CCOc1cc2[nH]c(=S)n(CCCN3CCCC3=O)c(=O)c2cc1OCC | -6
COc1ccc(Br)cc1/C=C/C(=O)Nc1c(C)cccc1C | -1
CCN(C(=O)CSc1nc2ccccc2[nH]1)C1CCS(=O)(=O)C1 (stereo not drawn) | -1
Cc1ccc2ccc(S(=O)(=O)NCc3ccccn3)cc2c1 | -4
O=C(COC(=O)c1ccc(O)cc1)Nc1ccc(OC(F)F)cc1 | -3
Cc1ccc2ncnc(NCCC(=O)O)c2c1 | 1

7 compounds already listed, sorted by formula weight, rising.
SMILES | TbREL1 inh
Cc1ccc2ncnc(NCCC(=O)O)c2c1 | 1
O=C(COC(=O)c1ccc(O)cc1)Nc1ccc(OC(F)F)cc1 | -3
CCC(=O)c1ccc(OCC(=O)Nc2ccc3nc(C)sc3c2)cc1 | 1
COc1ccc(Br)cc1/C=C/C(=O)Nc1c(C)cccc1C | -1
CCc1ccc(NC(=O)C(C)Nc2ccc(S(=O)(=O)NC(C)=O)cc2)cc1 (stereo not drawn) | -1
CCOc1cc2[nH]c(=S)n(CCCN3CCCC3=O)c(=O)c2cc1OCC | -6
Cc1cccc(-n2nnnc2SCC(=O)NCC2(N3CCOCC3)CCCCC2)c1C | -4

(list continues)
SMILES | TbREL1 inh
COC(=O)c1cc2c(ccn2-c2ccc(F)cc2)n1Cc1ccc(OC)cc1 | -2
CC(C)n1nnnc1C1(C)CN(S(C)(=O)=O)CC(=O)N1Cc1cccc(C(F)(F)F)c1 (stereo not drawn) | 5
O=Cc1ccc([B-](F)(F)F)o1 | 0
Cc1ccc(NC(=O)C(=O)NCCc2c[nH]c3ccccc23)cc1C | 3
O=C(COC(=O)CN1C(=O)C2CCCCC2C1=O)Nc1cc(F)ccc1F (stereo not drawn) | -1
O=C(c1cc(COc2ccc(F)cc2Cl)on1)N1CCSCC1 | -1
Cn1c(SCC(=O)N2CCOCC2)nc2cccnc21 | 3
COc1ccc(F)c(-c2nc(CN3CCN(C(=O)c4ccco4)CC3)c(C)o2)c1 | -3
O=C(c1ccc(Cl)cc1)N(c1ccccn1)C1CCCCC1 | -4
C/C(=C\C(=O)c1c(O)cc(C)oc1=O)N(C)C | 6
CCOC(=O)N1CCN(CCC(=O)Nc2cc(OC)ccc2OC)CC1 | 0
O=C(CN1C(=O)C(=O)c2ccccc21)NCCc1ccccc1 | 0
CCOC(=O)C(NC(=O)CC(C)C)(Nc1sc(C)c(CC)c1C#N)C(F)(F)F (stereo not drawn) | -1
Cc1ccnc(NC(=O)C2CCCN(S(=O)(=O)c3cnc[nH]3)C2)c1 (stereo not drawn) | 0
CN(C(N)=S)c1ccccc1 | -6
CC(C)(C)OC(=O)[C@H](Cc1ccccc1)NC(=O)c1nc[nH]c1C(=O)NC1CCNCC1 | 10
COc1cc(C(=O)NC(=S)Nc2ccc3oc(=O)ccc3c2)cc(OC)c1OC | 2
CC(=O)Oc1ccc(C(=O)NCCc2ccccc2)cc1 | 1
CC(CC(=O)Nc1ccc2c(c1)c(=O)n(C)n2-c1ccc2ccccc2c1)C(F)(F)F (stereo not drawn) | -2
Cc1ccc(N(C(=O)c2csnn2)C(C(=O)NC2CCCC2)c2ccncc2)c(C)c1 (stereo not drawn) | -4
COc1ccc(NC(=O)N(C)C[C@H]2OCCCC[C@@H](C)Oc3ccc(N(C)C)cc3C(=O)N([C@H](C)CO)C[C@@H]2C)cc1 | -8
Cc1cc(C)nc(NS(=O)(=O)c2ccc(NC(=O)c3ccccc3Br)cc2)n1 | -1
OC(CNCc1ccco1)Cn1c2ccccc2c2ccccc21 (stereo not drawn) | 1
Cc1nnc(C)n1/N=C/c1ccc(O)cc1 | -1
COc1ccc(-c2nc3c(n2O)CCC/C3=N\O)cc1 | -2

More records.
SMILES | TbREL1 inh
C[C@@H]1CN([C@H](C)CO)C(=O)CCCn2cc(nn2)CO[C@H]1CN(C)C(=O)Nc1ccc2c(c1)OCO2 | 0
CCOc1cc2c(cc1OCC)C(c1ccccc1)N(c1ccccc1)C(=O)C2 (stereo not drawn) | -3
Cc1csc(SCC(=O)NC(=O)NC2CCCC2)n1 | -3
Cc1ccc(OC(=S)Nc2ccccc2)c(C)c1 | -2
C=CCn1c(COc2ccc(Cl)cc2)nnc1SCC(=O)N/N=C/c1ccccc1 | 6
O=C(c1ccccc1)c1cccn1CC(=O)N1CCCCCC1 | -2
CCn1c(SCC(=O)Nc2ccccc2-c2ccccc2)nnc1-c1ccc(Cl)cc1 | -1
Cc1ccc(S(=O)(=O)N2CCN(c3ccnc4cc(Cl)ccc34)CC2)cc1C | 0
O=c1c2ccccc2c(-c2ccccc2)nn1-c1cc(Cl)ccc1[N+](=O)[O-] | -1
COc1ccc(-n2c(C)cc(C3=NNC(=NC4CC4)SC3)c2C)cc1 | -6
CCOC(=O)c1cc2c(C)n(-c3ccc(N(C)C)cc3)c(C)c2cc(C(=O)OCC)c1=O | -1
O=C(CSc1nnc2c(n1)[nH]c1ccccc12)NC1CCCCC1 | -1
CCCCCCNC(=O)CCNC(=O)c1cc(OC)c(OC)c(OC)c1 | 2
Cc1cccc(Nc2ccccc2C(=O)OCC(=O)NCc2ccco2)c1C | 6
Cc1ccc(-c2cc(-c3nnc(SCC(=O)Nc4ccccc4-c4ccccc4)n3N)[nH]n2)cc1 | 4
Cc1ccc(O)c(NC(=S)NC(=O)/C=C/c2ccccc2)c1 | -1
Cc1cc(C)n2nc(SCC(=O)N3CCc4ccccc43)nc2n1 | -2
O=C(COC(=O)c1ccc(Cl)c(S(=O)(=O)N2CCCC2)c1)NC1CCCCC1 | -1
COc1ccc(CN2C(=O)c3ccccc3C2c2nnnn2Cc2ccccc2)cc1OC (stereo not drawn) | 6
CN(C)/N=C/c1ccc(N2CCOCC2)cc1 | -1
CCOC(=O)c1c(NC(=O)COC(=O)c2cccc([N+](=O)[O-])c2)sc(C(=O)N(C)C)c1C | -2
CC(=O)C1=C(C)N(Cc2ccc(F)cc2)C(=S)NC1c1cccc(Br)c1 (stereo not drawn) | -7
CSCCCN1CC[C@@H](N2CCN(c3ccccc3F)CC2)[C@H](O)C1 | -2
CCCCCC(=O)N1CC2(CC(c3cccc(NC(=O)CC)c3)=NO2)C[C@H]1C(N)=O (stereo partly drawn) | 0
CC(OC(=O)C1=COCCO1)C(=O)Nc1cccc(S(=O)(=O)N2CCOCC2)c1 (stereo not drawn) | -2

(more compounds)
SMILES | TbREL1 inh
Cc1nc(-c2cccc(NC(=O)c3ccc(-n4cccn4)cc3)c2)cs1 | 1
CC(=O)N/C(=C\c1ccccc1)C(=O)OCC(=O)N(CC(C)C)c1c(N)n(Cc2ccccc2)c(=O)[nH]c1=O | -3
O=C(Cn1nnc2ccccc21)OCc1ccccc1 | 6
CCN(C1CCS(=O)(=O)C1)S(=O)(=O)c1cccs1 (stereo not drawn) | 1
CN(C)S(=O)(=O)c1cccc(NC(=O)c2cc(-c3cccs3)nn2-c2cccc(Cl)c2)c1 | -1
CCN(C(=O)c1ccc(S(=O)(=O)N2CCCC2)cc1)C1CCS(=O)(=O)C1 (stereo not drawn) | 3
O=C(NCc1ccccn1)C1CCC(=O)N1C1CCCCC1 (stereo not drawn) | 3
COc1ccc(N(CC(=O)N/N=C/c2cccc3c2OCCO3)S(=O)(=O)c2ccc(NC(C)=O)cc2)cc1 | -4
Cc1c(Br)cc(C(=O)N2CCN(CCO)CC2)c(C)c1C | -3
O=C1NC(=O)/C(=C/c2ccccc2OCc2ccccc2)S1 | 2
CC(C)(C)SCCNC(=O)COc1ccccc1 | 7
CN(C)c1ccc(/C=N/NC(=O)c2nnn(-c3nonc3N)c2CN2CCCCCC2)cc1 | -1
CC(O)Cc1cn(CC(=O)N2CCNCC2)nn1 (stereo not drawn) | 2
Nc1c(-c2ccc(Cl)cc2)cnn1-c1cc(C(F)(F)F)cc(C(F)(F)F)c1 | 2
Cn1cc(CNC(=O)c2cc(COc3ccc4c(c3)CCCC4)on2)cn1 | -3
CN(CC(=O)Nc1ccccc1Cl)C(=O)CN1C(=O)NC(c2ccccc2)(c2ccccc2)C1=O | -3
COc1cc(OC)cc(C(=O)OCCNC(=O)Cn2cnc3c2c(=O)n(C)c(=O)n3C)c1 | 3
CCOC(=O)COc1ccc2nsnc2c1 | 1
O=C(O/N=C(\c1ccccc1)c1ccncc1)c1ccccc1F | 7
COc1ccc(OC(C)C(=O)Nc2cccc(F)c2)cc1 (stereo not drawn) | 4
Cc1cccn2c(=O)c3cc(C(=O)NC4CCCC4)c(=N)n(C4CCCC4)c3nc12 | 0
N#C/C(=C(/O)CN1CCOCC1)c1nc(-c2ccccc2)cs1 | -6
COc1cccc(CNC(=O)COC(=O)c2nc(Cl)c(Cl)c(Cl)c2Cl)c1 | -1
Oc1c(C=Nc2ccc(Cl)cn2)sc2ccccc12 | -3
O=S(=O)(Nc1ccc(C(O)(C(F)(F)F)C(F)(F)F)cc1)c1cccs1 | 1

Given as labelled records: 4 of the compounds above.
Cc1nc(-c2cccc(NC(=O)c3ccc(-n4cccn4)cc3)c2)cs1
  TbREL1 inh = 1
Cc1cccn2c(=O)c3cc(C(=O)NC4CCCC4)c(=N)n(C4CCCC4)c3nc12
  TbREL1 inh = 0
O=C(Cn1nnc2ccccc21)OCc1ccccc1
  TbREL1 inh = 6
Nc1c(-c2ccc(Cl)cc2)cnn1-c1cc(C(F)(F)F)cc(C(F)(F)F)c1
  TbREL1 inh = 2

Sorted by value in TbREL1 inh (descending): three of the compounds above.
| smiles | TbREL1 inh |
| --- | --- |
| CC(C)(C)SCCNC(=O)COc1ccccc1 | 7 |
| O=C(Cn1nnc2ccccc21)OCc1ccccc1 | 6 |
| O=C(NCc1ccccn1)C1CCC(=O)N1C1CCCCC1 (stereo not drawn) | 3 |

Next section
SMILES | TbREL1 inh
COc1ccc2c(c1)C(c1ccc(Cl)cc1)NC(=O)C2 (stereo not drawn) | 0
CN1CCN(NC(=O)/C=C/c2cccc(Cl)c2)CC1 | 5
COc1ccccc1OCCC(=O)OCC(=O)NCc1ccccc1 | -1
CCCCCNC(=O)C(CCc1ccccc1)n1c(=O)c(-c2cc3ccccc3[nH]2)nc2ccccc21 (stereo not drawn) | 0
COc1cc2cc(C)c3nnc(SCC(=O)Nc4cc(C)on4)n3c2cc1OC | 1
O=C(NNC(=S)Nc1ccccc1)c1ccncc1 | 2
COc1ccc(C(c2nnnn2C2CCCC2)N2CCN(C/C=C/c3ccccc3)CC2)cc1 (stereo not drawn) | -2
COc1cc(C(=O)OCc2nc3ccsc3c(=O)[nH]2)c([N+](=O)[O-])cc1OC | 2
COc1ccc(NC(=O)c2nc[nH]c2C(=O)NCC(=O)OC(C)(C)C)cc1 | 0
CCOc1ccc(NC(=O)CN(c2cccc(C(F)(F)F)c2)S(C)(=O)=O)cc1 | 1
CC(=O)c1ccc(OCc2cc(C(=O)N3CCN(C4CCCC4)C(=O)C3)no2)cc1 | 0
CCOC(=O)C1=CCC(c2cccc(Cl)c2)N(S(=O)(=O)c2ccc(C)cc2)C1 (stereo not drawn) | -1
Cc1ccccc1/C(N)=N/OC(=O)c1cccs1 | 3
CCCNC(=O)c1ccc(CNc2c(N3CCC(C(=O)OCC)CC3)c(=O)c2=O)cc1 | -1
COC(=O)Cc1c(O)ccn(C2CC2)c1=O | -2
CC(=O)Nc1ccc(CN2CCN(c3cccc(C(F)(F)F)c3)CC2)cc1 | -1
COc1ccccc1-c1cc(-c2ccc(C)cc2)nc(SCc2nnc(-c3ccccc3)o2)c1C#N | 6
N#CC1=C(N)Oc2cc(O)ccc2C1c1ccncc1 (stereo not drawn) | -2
Clc1ccc(/C=C/c2ncc3ccccn23)cc1 | -4
Cc1ccc(S(=O)(=O)N(C)CC(=O)OCC(=O)NCCc2ccc(S(N)(=O)=O)cc2)cc1 | 0
O=C1NC[C@H](CCCCN2C[C@@H](Cc3ccccc3)N(CCC3CCCCC3)C(=O)C2=O)N(CCC2CCCCC2)C1=O | 0
O=C(Cn1nnc(-c2ccccc2)n1)Nc1ccc2c(c1)OCO2 | -6
CCCCSc1nc(C)c(C(C)=O)cc1C#N | -1
COc1ccc(O)c(C2(O)C(=O)c3ccccc3C2=O)c1 | 2
COc1ccc(NS(=O)(=O)c2ccc(C)c(C(=O)N(C)CCc3ccc(OC)c(OC)c3)c2)cc1 | -2
